Screens: PubChem, National Center for Advancing Translational Sciences (NCATS)
TSHR antag: blocks TSH signaling through the human TSH receptor | activity change, negative = inhibition, % at 11.5 µM | P16473 | 330,000 tested, 0.2% active | TSHR-expressing cells, TSH-stimulated cAMP HTRF, 2 h; hits give low values | AID 504810;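 active = activity change below a set negative limit, meaning inhibition stronger than a set level, cut at about -70% in these data; inconclusive = activity change between two set negative limits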; note: % is set by controls: 0 for no effect and ±100 for the full control effect
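Cell-based HTRF cAMP assay; TSHR cells + compound, TSH EC80 (4nM final), 2 h, 37 deg C. Lysis with anti-cAMP cryptate and cAMP-d2, 30 min RT, read 665/620 nm.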
a7 integrin act: activates integrin-mediated alleviation for muscular dystrophy. alpha7betagal myoblasts, beta-gal FDG fluorescence, 48 h. Potency, µM (highest dose often 38.3 µM), inactives show at the top dose activation, actives largely listed as activators. 350,000 tested, 0.064% active. AID 624291;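 note: potency is the fitted concentration of half-maximal effect; 100% = response of the positive control SU9516; nearly all actives have a fitted effect of over 60% in size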
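alpha7betagal+/- myoblasts (passage 13, 250/well) treated 48 h at 37C with compounds at 1:260 dilution of DMSO stock. Lysed, then beta-galactosidase activity read as FDG fluorescence (ex 480/em 540) after 30 min, with pre-read for autofluorescence.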
AT treatment: potential ataxia-telangiectasia treatments restoring KAP-1 phosphorylation; […] A-T fibroblasts, KAP-1 phosphorylation AlphaLISA; neocarzinostatin DNA damage 30 min before lysis; Potency, µM (titrated, usually from 57.5 µM), inactives show top-dose activation, usual class: activators; 320,000 tested, 0.19% active; note: potency is the fitted concentration of half-maximal effect; % of control where 0% means no effect; nearly all actives have a fitted effect of over 45% in size
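hTERT-immortalized A-T patient fibroblasts ([…]), 500 cells/well in OPTI-MEM, 1% FBS, got compounds for 60 min, then NCS for 30 min at 37C. Lysates were then assayed for phospho-KAP-1 by AlphaLISA (anti-pKAP1 donor, anti-KAP1 acceptor beads), 6 hr at 25C.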
Mito fusion yeast: blocks mitochondrial division or promotes mitochondrial fusion. Potency, µM (titrated, usually from 46.1 µM), inactives show at the highest dose growth rescue (activation), actives largely listed as activators. S. cerevisiae fusion-defective mutant growth rescue, CellTiterGlo 48 h. 320,000 tested, 0.23% active;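 note: potency is the fitted concentration of half-maximal effect; % of control where 0% means no effect; nearly all actives have a fitted effect of over 45% in size; temperature-sensitive fusion mutants such as fzo1-1 at 37 °C on non-fermentable ethanol glycerol medium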
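Yeast fusion mutant, YPEG (non-fermentable carbon), compound, 48 h at 37C non-permissive; CellTiterGlo added, 10 min RT, luminescence read. Rescued growth = division inhibition.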
S-ASM inh: human S-ASM enzyme inhibition | placental ASM, HMU-PC fluorogenic substrate, 60 min | Potency, µM (titrated, usually from 57.5 µM), for inactives: at the highest dose activity change, negative = inhibition, actives largely listed as inhibitors | P17405 | 340,000 tested, 0.006% active; note: potency is the fitted concentration of half-maximal effect
Target sequence (P17405 47-631 limits assumed): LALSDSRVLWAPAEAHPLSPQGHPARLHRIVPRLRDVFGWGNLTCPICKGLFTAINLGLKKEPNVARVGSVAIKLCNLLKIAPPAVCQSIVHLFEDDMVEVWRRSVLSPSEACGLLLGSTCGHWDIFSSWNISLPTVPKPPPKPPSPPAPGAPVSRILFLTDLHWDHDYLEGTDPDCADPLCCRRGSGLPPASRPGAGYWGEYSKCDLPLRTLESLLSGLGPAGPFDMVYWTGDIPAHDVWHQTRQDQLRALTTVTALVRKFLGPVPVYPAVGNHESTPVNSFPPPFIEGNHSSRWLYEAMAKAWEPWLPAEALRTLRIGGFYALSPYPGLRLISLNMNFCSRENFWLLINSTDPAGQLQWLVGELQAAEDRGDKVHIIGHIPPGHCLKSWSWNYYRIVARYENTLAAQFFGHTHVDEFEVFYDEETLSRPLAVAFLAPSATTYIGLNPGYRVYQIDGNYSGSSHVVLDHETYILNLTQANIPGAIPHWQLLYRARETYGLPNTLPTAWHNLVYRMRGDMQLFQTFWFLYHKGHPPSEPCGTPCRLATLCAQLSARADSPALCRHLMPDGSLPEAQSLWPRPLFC
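HMU-PC0 cleavage (9 uM final) by human placental ASM, 60 min at 37 °C following 10 min compound exposure at RT; stopped at pH 10, fluorescence Ex 386/Em 447 nm.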
Eya2 inh: Eya2 (human) phosphatase inhibition | O00167 | recombinant Eya2, OMFP fluorescence dephosphorylation (OMFP is methylfluorescein phosphate) | Potency, µM (series often up to 76.9 µM), inactives show top-dose activity, negative = inhibition, actives largely listed as inhibitors | 330,000 tested, 0.006% active | AID 488837; note: potency is the fitted concentration of half-maximal effect; % is set by controls: 0 for no effect and ±100 for the full control effect
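Eya2 protein (added as 0.2 uM solution) was preincubated with compound for 10 min at ambient temperature in 50 mM HEPES pH 7.5, 50 mM NaCl, 5 uM MgCl2, 0.05% BSA, 1 mM DTT. OMFP (added at 50 uM) then reacted 10 min; fluorescence read at 485/525 nm.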
Chronic BCR inh: blocks chronic active B-cell receptor signaling; Potency, µM (doses to about 46.1 µM), inactives show at the highest dose ratio change, negative = lower green/red ratio, usual class: inhibitors; ABC-DLBCL IkBa-CBG/CBR reporter, luminescence ratio, 4 h; AID 493014; 340,000 tested, 0.05% active; active = well fitted inhibition curve with a large enough effect in the signal ratio, with a control signal flat, not every such curve was filed as active; inconclusive = small, poorly fitted or top-dose-only effect, or effect the other way, or a change in a side signal; the % refers to the signal ratio;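 note: potency is the fitted concentration of half-maximal effect; plate controls were basal doxycycline-induced cells for no effect and cells given 10 µM MG132 for full effect; MG132 reads +100%, hits lower the ratio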
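Compounds up to 46 uM were incubated four hours with TMD8 cells whose green CBG68 luciferase is fused to IkappaBalpha; red CBR luminescence normalised the signal, and concentration-effect curves were fitted to fusion, red and ratio data.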
PTAP TSG101 blk: blocks PTAP/TSG101 interaction to inhibit HIV-1 budding; Fluorescence polarization, FITC-PTAP peptide / Tsg101 binding; Potency, µM (top dose mostly 115 µM), without a hit: at the top dose activity change, negative = inhibition, usual class: inhibitors; Q99816; 340,000 tested, under 10 active; AID 493005; active = well fitted inhibition curve with a large enough effect in the main read-out, with a control signal flat, not every such curve was filed as active; inconclusive = small, poorly fitted or top-dose-only effect, or effect the other way, or a change in a side signal; inactive = no such curve, though single readings can be large or run the other way; note: potency is the fitted concentration of half-maximal effect; % of control where 0% means no effect
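Steps: Tsg101 binding domain dispensed (10 uM final), compounds pinned in DMSO, FITC-labeled PTAP-motif peptide added (50 nM final); after 20 min binding at room temperature, polarization measured.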
Tb PFK block: blocks T. brucei phosphofructokinase; O15648; T. brucei PFK, ADP-Glo luminescence; Potency, µM (series often up to 57.5 µM), for inactives: at the top dose activity, negative = inhibition, hits mostly inhibitors; 330,000 tested, 0.17% active; AID 485367;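 note: potency is the fitted concentration of half-maximal effect; 0% = uninhibited 1x PFK enzyme wells and -100% = no-enzyme wells; nearly all actives have a fitted effect of over 60% in size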
Target sequence (O15648 whole entry, looked up): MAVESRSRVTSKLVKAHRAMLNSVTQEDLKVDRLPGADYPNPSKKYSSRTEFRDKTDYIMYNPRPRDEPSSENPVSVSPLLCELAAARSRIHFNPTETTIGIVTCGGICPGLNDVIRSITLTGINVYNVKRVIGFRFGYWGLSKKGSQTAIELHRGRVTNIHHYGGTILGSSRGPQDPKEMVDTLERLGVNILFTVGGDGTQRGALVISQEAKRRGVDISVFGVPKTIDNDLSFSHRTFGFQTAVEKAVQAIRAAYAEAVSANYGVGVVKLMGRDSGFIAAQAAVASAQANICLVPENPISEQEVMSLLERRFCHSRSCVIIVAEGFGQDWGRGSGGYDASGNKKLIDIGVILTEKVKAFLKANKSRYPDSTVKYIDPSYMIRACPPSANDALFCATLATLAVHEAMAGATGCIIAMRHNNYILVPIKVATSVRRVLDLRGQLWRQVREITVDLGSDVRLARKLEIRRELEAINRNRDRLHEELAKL
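Activity is normalized to no-enzyme wells (full inhibition) and 1.25 nM enzyme wells (no inhibition). Reaction: 0.5 mM F6P, 0.1 mM ATP, 45 min RT, ADP-Glo luminescence; concentration-response curves fitted and classed by quality.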
TCR act: T cell receptor activation; 330,000 tested, under 10 active; Potency, µM (titrated, usually from 9.22 µM), for the others: at the highest dose activation of IL-2 secretion, usual class: activators; primary human leukocytes, anti-CD3, IL-2 HTRF, 48 h; note: % of control where 0% means no effect
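48 hr co-incubation of compounds, a-CD3 beads and primary human leukocytes; IL-2 quantified homogeneously by HTRF with anti-IL-2 K and d2 conjugates.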
ELG1 DNA repair: inhibitors of ELG1-dependent DNA repair in HEK293T cells | HEK293T ELG1-luciferase reporter, luminescence, 16 h; DNA damage induced by 5-fluorouridine | Potency, µM (doses to about 46.1 µM), inactives show at the top dose activity change, negative = inhibition, usual class: inhibitors | 330,000 tested, 2.3% active; note: potency is the fitted concentration of half-maximal effect; % is set by controls: 0 for no effect and ±100 for the full control effect; nearly all actives have a fitted effect of over 55% in size
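Reporter activity after DNA damage by 5-fluorouridine is monitored. Compound-treated cells incubate 16 hr at 37 °C, then ONE-Glo is added for 30 min before luminescence reading.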
Active calls of the source: *; ? = inconclusive; . = not tested or not shown; [ ] = dose if it differs, or a comment. Unless noted, calls come from the whole dose curve; as a rule, active = well fitted curve in the direction sought with a large enough effect; inconclusive = small, poorly fitted or top-dose-only effect, or another doubt; inactive = no such curve, though single readings can be large; an effect the other way counts as inactive or inconclusive.

Second line of a record – TSHR antag	a7 integrin act	AT treatment	Mito fusion yeast	S-ASM inh	Eya2 inh	Chronic BCR inh	PTAP TSG101 blk	Tb PFK block	TCR act	ELG1 DNA repair
COC(=O)[C@]1(C)N[C@H](CN(C)C(=O)c2ccc(C(C)(C)C)cc2)[C@@H]2C(=O)N(C)C(=O)[C@@H]21
    -11	-36%	-1%	.	5%	6%	1%	0%	3%	15%	10%
Cc1cccc(N2CCN(C(=O)c3cc(=O)[nH]c4ccccc34)CC2)c1C
    3	-13%	2%	-1%	6%	-4%	-18%	0%	0%	5%	?
COc1ccc(S(=O)(=O)N2CCOCC2)cc1NC(=O)c1ccccc1-c1ccc(C(F)(F)F)cc1
    10	-22%	0%	?	1%	-6%	4%	-1%	-5%	0%[46.1 µM]	?
CC(=O)c1ccc(Nc2c([N+](=O)[O-])ccc3nonc23)cc1
    0	-20%	-7%	1%	17%	11%	4%	-3%	-8%	1%	-4%
O=C(CCNS(=O)(=O)c1ccccc1F)N1CCN(S(=O)(=O)c2cccc(F)c2)CC1
    31	-22%	.	-4%	1%	9%	5%	-1%	0%	2%	0%
COc1ccc(N2CCN(C(=O)c3ccc(Br)o3)CC2)cc1
    -7	0%	4%	4%	-1%	2%	-1%	1%	1%	-1%	-1%
CN(C)/C=C1\C(=O)N(c2ccc(Cl)c(Cl)c2)CS1(=O)=O
    -1	18%	2%	1%	1%	10%	1%	1%	1%	-5%	?
N#CCn1c(CN2CCCC2)nc2ccccc2c1=O
    -3	0%	-2%	4%	3%	1%	2%	1%	1%	-3%	17%
COc1ccc(CCNC(=O)/C=C/c2ccc(C)cc2)cc1OC
    2	8%	-2%	-3%	1%	2%	?	-6%	1%	-2%	3%
CC(=O)Nc1cc2nc(C)n(Cc3ccccc3[N+](=O)[O-])c2nc1C
    -1	-14%	-1%	1%	2%	-4%	?	-2%	-2%	7%	12%

Second line of a record – TSHR antag	a7 integrin act	AT treatment	Mito fusion yeast	S-ASM inh	Eya2 inh	Chronic BCR inh	PTAP TSG101 blk	Tb PFK block	TCR act	ELG1 DNA repair
COc1ccc(CCNCCN2CCOCC2)cc1
    14	41%	0%	-1%	2%	17%	0%	1%	-3%	.	-6%
CC(=O)c1ccc(NC(=O)CSc2nnc3ccc(-c4ccccn4)nn23)cc1
    -1	-13%	8%	5%	6%	3%	-3%	0%	3%	-18%	-1%
C=CCn1c(=O)c2ccccc2n2c(SCc3nc(N)nc(Nc4ccccc4C)n3)nnc12
    26	22%	27%	-3%	-2%	-8%	-1%	-13%	0%	.	?
CC(Sc1nnc(Cc2ccccc2)o1)C(=O)NC1(C#N)CCCCC1 (configuration not stated)
    .	19%	11%	.	2%	1%	1%	-3%	4%	.	9%
C=CCOc1ccc(CNc2ccc(NC(=O)CCC)cc2)cc1OCC
    14	?	-2%	4%	2%	1%	-8%	1%	0%	-3%	?
COc1ccccc1CN1CCC(CNS(=O)(=O)c2cc(-c3cc(C)no3)ccc2C)CC1
    0	-13%	3%	-3%	-2%	-5%	?	-8%	1%	-1%	-5%
CCC(COC)NCc1cn(-c2ccc(F)cc2F)nc1-c1ccccc1C (configuration not stated)
    -1	21%	4%	-6%	3%	-7%	?	1%	0%	-6%	3%
COc1ccc(-c2nc3ccccc3nc2-c2ccc(OC)cc2)cc1
    12	19%	6%	7%	.	5%	?	-4%	1%	3%	-12%
COc1ccc(-n2ncc3c(SCC(=O)NNC(C)=O)ncnc32)cc1
    3	-3%	34%	8%	-4%	2%	2%	-5%	-16%	2%	?
CCCCOc1ccccc1NC(=O)CSc1nnnn1C(C)(C)C
    4	-22%	0%	3%	0%	-3%	?	-8%	10%	3%	-10%

The closing two records of the section above are carried over, then new ones follow:
Second line of a record – TSHR antag	a7 integrin act	AT treatment	Mito fusion yeast	S-ASM inh	Eya2 inh	Chronic BCR inh	PTAP TSG101 blk	Tb PFK block	TCR act	ELG1 DNA repair
COc1ccc(-n2ncc3c(SCC(=O)NNC(C)=O)ncnc32)cc1
    3	-3%	34%	8%	-4%	2%	2%	-5%	-16%	2%	?
CCCCOc1ccccc1NC(=O)CSc1nnnn1C(C)(C)C
    4	-22%	0%	3%	0%	-3%	?	-8%	10%	3%	-10%
CCOc1ccc(NC(=O)Cn2nc(C(N)=O)c3ccccc3c2=O)cc1S(=O)(=O)N1CCCC1
    -3	40%	-6%	-10%	-3%	3%	?	-3%	0%	-5%	6%
COCCN1CCN(C(=O)c2cc(COc3ccc(Cl)cc3OC)on2)CC1
    6	-2%	-6%	-1%	.	4%	-2%	1%	-2%	-1%	?
CN(Cc1ccccc1)c1nc2c(c(=O)[nH]c(=O)n2C)n1C
    -8	12%	-1%	-1%	2%	3%	-1%	-3%	-7%	1%[46.1 µM]	9%
O=C(NC1CCCCC1)n1c(=O)oc2ccccc21
    3	-1%	6%	4%	-6%	-3%	1%	-7%	4%	9%	9%
CC1=Nn2c(nc(-c3ccccc3)c2-c2ccccc2)NC(=O)C1Br (configuration not stated)
    7	-17%	.	-1%	0%	4%	5%	0%	4%	-1%	-14%
O=C1CCCN1CCCNC(=S)Nc1ccccc1Cl
    1	-16%	10%	-7%	2%	15%	2%	-3%	-4%	6%	-3%
CC1CCCC(C)N1/N=C/C=C/c1ccccc1[N+](=O)[O-] (configuration not stated)
    -2	-29%	-25%	2%	-6%	2%	1%	-2%	7%	-1%	?
O=C(O)C(Cc1c[nH]c2ccccc12)NS(=O)(=O)c1ccc(Cl)cc1 (configuration not stated)
    -17	18%	27%	2%	-4%	5%	2%	-10%	-11%	6%	?
CC1Cc2ccccc2N1CC(=O)Nc1ccc(Cl)c(S(=O)(=O)N(C)C)c1 (configuration not stated)
    -6	-2%	-2%	-3%	-3%	?	-10%	2%	-2%	-8%	23µM*
COc1ccc(NC2=C3CC(C)CC=C3N(c3ccc(OC)cc3)C2=O)cc1 (configuration not stated)
    4	-18%	-9%	-19%	-7%	-13%	0%	0%	2%	7%	?

Looked up by structure from the entries so far:
Second line of a record – TSHR antag	a7 integrin act	AT treatment	Mito fusion yeast	S-ASM inh	Eya2 inh	Chronic BCR inh	PTAP TSG101 blk	Tb PFK block	TCR act	ELG1 DNA repair
COc1ccc(NC2=C3CC(C)CC=C3N(c3ccc(OC)cc3)C2=O)cc1 (configuration not stated)
    4	-18%	-9%	-19%	-7%	-13%	0%	0%	2%	7%	?
CCOc1ccc(NC(=O)Cn2nc(C(N)=O)c3ccccc3c2=O)cc1S(=O)(=O)N1CCCC1
    -3	40%	-6%	-10%	-3%	3%	?	-3%	0%	-5%	6%
O=C1CCCN1CCCNC(=S)Nc1ccccc1Cl
    1	-16%	10%	-7%	2%	15%	2%	-3%	-4%	6%	-3%

Next records.
Second line of a record – TSHR antag	a7 integrin act	AT treatment	Mito fusion yeast	S-ASM inh	Eya2 inh	Chronic BCR inh	PTAP TSG101 blk	Tb PFK block	TCR act	ELG1 DNA repair
Cc1ccc(C)c(N2CC(C(=O)Nc3nccs3)CC2=O)c1 (configuration not stated)
    5	-21%	-2%	2%	-1%	-10%	4%	-4%	-5%	2%	-2%
CC1CCC(NC(=O)CCNC(=O)c2ccc(Br)cc2)CC1 (configuration not stated)
    4	6%	-5%	3%	1%	3%	-6%	-2%	2%	-2%	?
O=C(O)CC(NC(=O)c1cccc([N+](=O)[O-])c1)c1ccc2c(c1)OCO2 (configuration not stated)
    10	19%	1%	-6%	3%	-10%	1%	-4%	1%	-2%	2%
C=CCNC(=S)NNC(=O)c1ccc2c(c1)OCO2
    3	18%	-17%	-3%	2%	-7%	?	-4%	0%	4%	-5%
COc1cc(OC)cc(-c2nc3cc(C)ccc3o2)c1
    -16	-13%	.	-1%	-9%	-14%	?	-11%	0%	2%	?
Cc1nc2c(sc3nc4c(cc32)COC(C)(C)C4)c(=O)n1Cc1ccccc1
    7	7%	0%	4%	-5%	4%	-9%	-8%	1%	1%	?
